# High-throughput results deposited in PubChem BioAssay by several laboratories.
# GDH-TPI inh = inhibits GDH-TPI coupling enzymes, artifact for Mtb FBA screen | hit rate 1.2% among 360,000 | inhibition, % at 4.8 µM | GDH-TPI coupled enzyme counterscreen, NADH absorbance; in the data active = inhibition above about 30%;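 note: 0% = DMSO wells and 100% = wells lacking the enzyme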
# PfHsp40 yeast = compounds rescuing yeast from Plasmodium falciparum HSP40 toxicity. S. cerevisiae expressing PfHsp40, growth rescue, ATP luminescence. growth rescue, % at 12.5 µM. hit rate 0.68% among 340,000. AID 504582; in the data active = growth rescue above about 28%, passing the limit was not always enough;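 note: yeast W303a lacking pdr1 and pdr3 grown in galactose medium; growth measured after three days at 30 °C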
# TcdB GH inh = inhibitors of Clostridioides difficile toxin B glycohydrolase | inhibition, % at 9.99 µM | AID 652162 | P18177 | TcdB glycohydrolase enzymatic assay, plate reader | hit rate 0.24% among 350,000; in the data active = inhibition above about 10%
# Yp Topo-I inh = Y. pestis Topo-I inhibition via cleavage products; AID 504884; activity, % at 10 µM; Y. pestis Topo-I cleavage product accumulation, plate reader; hit rate 0.064% among 360,000; in the data active = activity above about 50%, passing the limit was not always enough; note: inactives centre near 2
# FadD28 binding = inhibitors of Mycobacterium tuberculosis FadD28 bisubstrate binding; FadD28 bisubstrate probe binding, fluorescence polarization; inhibition, % at 12.5 µM; hit rate 0.22% among 360,000; in the data active = inhibition above about 8.5%, passing the limit was not always enough
# Vc quorum ag = quorum light induction in luxS cqsA deficient V. cholerae. AID 588436. activation, % at 18.7 µM. V. cholerae BH1578 lux reporter, luminescence, 6 h. hit rate 0.16% among 350,000; in the data active = activation mostly above about 9.7%, no sharp cut-off; note: not every result past the cut was called active; inactives centre near 0; reference of the scale not given here
# Mtb FBA inh = Mtb fructose-bisphosphate aldolase inhibition; P9WQA3; purified M. tuberculosis FBA, fluorescence read-out; inhibition, % at 1 µM; hit rate 2.3% among 360,000; AID 588726; in the data active = inhibition above about 27%;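 note: 0% = vehicle and 100% = reference inhibitor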
# Target sequence (P9WQA3 whole entry, looked up): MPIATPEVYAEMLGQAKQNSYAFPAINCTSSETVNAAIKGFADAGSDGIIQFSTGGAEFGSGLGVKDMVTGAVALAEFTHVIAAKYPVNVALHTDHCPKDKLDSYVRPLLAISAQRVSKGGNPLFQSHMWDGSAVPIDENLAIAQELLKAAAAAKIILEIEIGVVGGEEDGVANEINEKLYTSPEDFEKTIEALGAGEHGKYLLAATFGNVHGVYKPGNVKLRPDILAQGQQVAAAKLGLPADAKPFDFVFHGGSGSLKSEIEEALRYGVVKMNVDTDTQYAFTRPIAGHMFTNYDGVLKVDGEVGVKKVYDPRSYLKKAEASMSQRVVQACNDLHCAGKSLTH
# Mtb BioA inh = blocks M. tuberculosis BioA enzyme activity; purified M. tuberculosis BioA enzyme, plate reader; inhibition, % at 9.99 µM; hit rate 0.096% among 360,000; AID 602481; in the data active = inhibition above about 40%
# UGM FP inh = inhibitors of M. tuberculosis UDP-galactopyranose mutase; P9WIQ1; purified UGM, fluorescence polarization probe displacement; inhibition, % at 10 µM; hit rate 0.06% among 320,000; in the data active = inhibition above about 10%, passing the limit was not always enough
# Target sequence (P9WIQ1 whole entry, looked up): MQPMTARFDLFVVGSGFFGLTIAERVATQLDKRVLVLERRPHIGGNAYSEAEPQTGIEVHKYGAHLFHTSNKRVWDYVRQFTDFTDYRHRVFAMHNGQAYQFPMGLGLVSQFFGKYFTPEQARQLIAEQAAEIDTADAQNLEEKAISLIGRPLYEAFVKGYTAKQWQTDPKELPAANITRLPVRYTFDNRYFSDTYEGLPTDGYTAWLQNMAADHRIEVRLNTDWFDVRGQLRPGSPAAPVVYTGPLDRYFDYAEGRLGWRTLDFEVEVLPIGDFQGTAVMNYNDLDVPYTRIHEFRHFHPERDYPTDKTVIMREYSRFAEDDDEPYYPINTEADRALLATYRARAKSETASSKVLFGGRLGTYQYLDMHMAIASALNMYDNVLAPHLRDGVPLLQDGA
# An asterisk follows results filed as active; i = inactive; · = not tested or not shown; + = active, no number.
SMILES,GDH-TPI inh,PfHsp40 yeast,TcdB GH inh,Yp Topo-I inh,FadD28 binding,Vc quorum ag,Mtb FBA inh,Mtb BioA inh,UGM FP inh
Cc1ccc(CC(NC(=O)c2ccccc2)C(=O)NCC(=O)O)cc1 (configuration not stated),0,-1.7,0.4,2,-0.4,i,2,0.2,3.0
CC(=O)Nc1ccc(S(=O)(=O)N2CCSC2c2ccco2)cc1 (configuration not stated),2,-0.7,0.1,-3,0.3,0.5,1,·,0.4
Cc1ccc(S(=O)(=O)/N=C(/Nc2ccccc2C)c2ccccc2)cc1,1,-0.4,0.7,15,-1.5,i,-3,-0.9,2.6
O=S(=O)(Nc1ccc(-c2ccc3nncn3n2)cc1)c1cc(F)ccc1F,16,-1.1,0.6,-12,-3.7,i,-5,-1.4,0.1
Cc1cc(C)cc(-n2c(C)cc(/C=N\NC(=O)COc3cccc4cccnc34)c2C)c1,0,-1.6,0.1,28,-3.3,i,1,-0.6,1.7
Cc1cc(C)c2c3c(sc2n1)C(=O)N(C)CC(=O)N3,4,-0.9,·,3,-3.5,-1.0,2,-2.6,1.0
CCOC(=O)c1ccccc1NC(=O)Cn1cnc2c(nnn2-c2ccc(C)cc2)c1=O,-6,-0.1,0.0,4,-1.0,i,1,-1.6,-0.8
CCc1ccc2nc3sc(C(=O)Nc4nnc(CC)s4)c(N)c3cc2c1,24,1.1,0.1,3,-3.6,-1.5,3,-0.8,3.6
CCS(=O)(=O)N1CCCC(C(=O)NC2CCC(C)CC2)C1 (configuration not stated),5,0.0,·,1,0.0,-5.6,4,1.8,0.6
COC(=O)C1CCN(C2CN(Cc3ccc(C)cc3)S(=O)(=O)C2)CC1 (configuration not stated),·,·,2.0,·,-0.4,·,1,-1.0,·
COc1cc(NC(=S)N2CCN(C(=O)C3CCCO3)CC2)c(OC)cc1Cl (configuration not stated),3,-2.6,-0.3,-5,0.0,-0.3,-4,·,2.7
Cc1cc(NC(=O)NC(C(F)(F)F)C(F)(F)F)no1,-4,-0.3,0.4,3,-5.1,2.4,-2,-0.1,1.7
CC(C)CC(OC(=O)c1ccco1)C(=O)NCC1CCCO1 (configuration not stated),8,-1.6,·,0,-0.2,-3.8,-2,-2.0,-2.4
O=C(CN1CCN(Cc2ccccc2)CC1)N/N=C/c1ccco1,1,-1.4,0.7,3,-2.8,-0.6,1,·,2.2
Cc1nn2c(N3CCN(CCO)CC3)c3c(nc2c1-c1ccccc1)CCCC3,2,0.4,-1.1,15,-0.5,0.3,2,·,2.0
CC(=O)c1ccc(NC(=O)CN(C)CC(=O)Nc2cccc(F)c2)cc1,-1,-0.5,1.0,-2,1.3,-0.1,-1,·,3.1
COc1ccccc1CNC(=O)c1cc2c(s1)CS(=O)(=O)C2,-9,-1.0,1.0,0,-4.9,-1.9,1,-0.8,-0.9
COc1ccc(-c2nc(=S)c3c([nH]2)Oc2ccc(C)cc2C3)cc1O,14,0.1,-0.7,-10,-1.9,-0.1,-2,·,-0.4
COc1ccc(N(CC(=O)NCc2ccccc2)S(=O)(=O)c2c(C)n[nH]c2C)cc1,-3,-0.6,-0.5,6,-1.2,-0.3,0,0.1,0.7
COC(C[C@H](O)[C@H](C)[C@@H](O)COCc1ccccc1)OC,3,-0.8,-1.0,6,1.1,0.8,-1,-1.0,·

# Quoted at random: 2 entries already listed
SMILES,GDH-TPI inh,PfHsp40 yeast,TcdB GH inh,Yp Topo-I inh,FadD28 binding,Vc quorum ag,Mtb FBA inh,Mtb BioA inh,UGM FP inh
COc1ccccc1CNC(=O)c1cc2c(s1)CS(=O)(=O)C2,-9,-1.0,1.0,0,-4.9,-1.9,1,-0.8,-0.9
COC(C[C@H](O)[C@H](C)[C@@H](O)COCc1ccccc1)OC,3,-0.8,-1.0,6,1.1,0.8,-1,-1.0,·

# Other records follow:
SMILES,GDH-TPI inh,PfHsp40 yeast,TcdB GH inh,Yp Topo-I inh,FadD28 binding,Vc quorum ag,Mtb FBA inh,Mtb BioA inh,UGM FP inh
CCC(CO)Oc1cc(NCc2ccc(C(F)(F)F)cc2)c2ncn(C(C)C)c2c1 (configuration not stated),4,-1.5,2.0,20,-3.2,-4.5,-2,-2.4,2.4
COc1ccccc1NC(=O)[C@@H]1CCCN1S(=O)(=O)c1ccc(Cl)cc1,-6,-0.3,-0.3,11,-2.5,i,-1,0.4,1.6
O=C(NCc1cccnc1)c1cc(C2CCCCN2S(=O)(=O)c2cccc3cccnc23)on1 (configuration not stated),3,·,10*,15,-2.8,4.5,2,1.6,·
CCCc1cc(=O)oc2c(CN3CCCC3)c(O)c(Cl)cc12,22,-1.1,·,-16,-0.1,-0.2,+,-1.8,2.9
O=C(COC(=O)c1ccccc1NCCO)Nc1cccc(S(=O)(=O)NC2=NCCCCC2)c1,9,0.8,-0.1,30,-0.3,-1.4,53*,-1.1,-1.0
O=[N+]([O-])c1cccc(S(=O)(=O)N2CCN(c3ccccn3)CC2)c1,17,-1.1,0.0,3,-0.1,-0.3,1,-1.9,1.0
O=C(c1cccs1)c1coc2ccc(O)c(CN(CCO)CCO)c12,17,-1.0,·,5,-0.8,i,2,-0.8,0.1
COc1ccc(CC(=O)Nc2cc(C)on2)cc1,11,0.1,·,2,0.1,i,-3,-1.5,-1.4
Clc1ccc(-c2nc3ccccc3n2OCc2ccccc2)cc1,-9,4.0,·,7,-3.9,·,4,-1.1,-4.5
Cc1ccc(C2(c3noc(CN4CCC(C(=O)N5CCOCC5)CC4)n3)CCCC2)cc1,-3,0.6,1.7,25,-2.5,-3.6,0,·,-1.1
O=C(c1ccc2c(c1)N(Cc1ccc(F)cc1)C(=O)c1ccccc1S2(=O)=O)N1CCN(c2ccccn2)CC1,2,2.7,-0.1,12,-0.1,i,5,·,-1.5
Cc1cccc(C)c1OCC(=O)Nc1ccccc1N1CCCCC1,-8,1.1,1.8,50,-4.6,i,0,-0.2,0.8
N#Cc1cccc(NC(=O)Cn2cnc(S(=O)(=O)N3CCc4ccccc43)c2)c1,8,-0.3,·,-2,-6.8,-2.6,-1,3.4,0.2
O=C(/C=C/c1cccc([N+](=O)[O-])c1)N1CCN(Cc2ccccc2)CC1,-4,-0.8,0.6,-12,-3.6,18,-6,14,4.9
CC(=O)Nc1cccc(/C(C)=N/NC(N)=S)c1,4,1.3,-0.3,1,-1.9,1.5,5,1.1,-1.7
CCOC(=O)CC(NC(=O)Cn1nnc(-c2ccccc2Cl)n1)c1ccc(OC)cc1 (configuration not stated),6,-0.5,0.0,12,-1.2,-8.3,0,-0.7,0.7
Cc1cccc(NC(=S)NCCc2ccccc2)c1C,-7,3.8,1.2,3,-1.9,0.4,-2,1.4,0.1
O=C(Nc1nnc(SCc2ccc(F)cc2)s1)c1ccc2c(c1)C(=O)N(c1ccccc1Cl)C2=O,2,-0.3,0.2,-1,5.2,-0.2,-1,·,0.1
COc1ccc(S(=O)(=O)N2CCCC2)c2ccccc12,-9,-1.0,1.8,-4,0.4,1.7,1,0.2,1.3
Cc1nc2sc(C(c3cccs3)N3CCOCC3)c(O)n2n1 (configuration not stated),-1,0.6,1.2,-13,-1.5,0.0,2,-0.6,2.4
CN(C)S(=O)(=O)c1ccc(Cl)c(NC(=O)CN2C(=O)NC3(CCc4ccccc43)C2=O)c1 (configuration not stated),7,-0.3,1.2,0,-3.7,i,-1,0.8,1.8
CN(C)c1cccc2c1c(NC(=O)Nc1ccccc1)nn2C,1,0.6,0.5,-7,-1.3,i,14,·,-2.7
Cc1cc(=O)[nH]c(Nc2ccccc2C)n1,8,-1.3,2.2,-4,0.0,-0.6,-1,-1.2,2.9
CCN(CC)CCOCCn1c(C)ccc1C,6,-1.7,-0.4,-10,0.8,i,1,-2.4,·
CCCN(Cc1cc2cc(OC)ccc2[nH]c1=O)C(=O)c1ccncc1,8,0.0,·,-6,-1.2,-0.2,8,·,-0.1
Cc1c(Cl)cccc1NC(=O)CCN1CCCCCC1,8,1.6,·,1,-0.9,-0.4,1,-2.1,-0.3
CCCCn1c(O)c(/C=N/NC(=O)c2ccncc2)c(=O)[nH]c1=S,30,6.3,-2.9,-3,-0.8,-1.9,14,-1.3,-0.3
Cc1cc(NC(=O)c2ccccc2)n(C)n1,7,2.4,0.6,0,1.7,-0.3,1,-0.9,-0.6
COc1cc2nc(Cl)nc(N3CCOCC3)c2cc1OC,-3,-0.2,2.6,-4,-2.8,-0.3,-1,·,-3.1
CC(=O)N(c1ccc(C)cc1)C1C=CS(=O)(=O)C1 (configuration not stated),2,0.6,-1.2,-1,-1.9,-0.2,0,-0.3,-0.9
Cc1nn(C)cc1C(=O)Nc1c(C)nn(Cc2ccccc2Cl)c1C,6,-0.3,·,1,0.2,i,3,-0.3,-1.3
Nc1c(C(=O)Nc2ccc3c(c2)OCCO3)nnn1Cc1ccc(Br)cc1,-1,0.7,0.2,1,-0.6,-1.8,1,-1.4,-0.3
CCOc1cc(NS(=O)(=O)CC)c(OCC)cc1NC(=O)c1ccco1,19,0.6,·,3,-0.5,-2.0,-1,0.8,0.5
O=C1CN=C(c2ccc(F)cc2)c2oc3ccccc3c2N1,4,-3.0,-0.4,-1,0.4,0.4,-2,·,0.9
COc1ccccc1NC(=O)C(NC(=O)OC(C)(C)C)C(C)OCc1ccccc1 (configuration not stated),-3,1.1,1.0,17,-1.6,-0.6,0,·,-0.2
CN(C(=O)c1cccc(N2C(=O)C3C4C=CC(C4)C3C2=O)c1)C1CCCCC1 (configuration not stated),-4,-0.1,-0.9,1,-1.8,-0.4,-3,-1.5,-0.9
CC(C)c1ccc(-c2nc(N3CCCCCC3)nc3n[nH]c(N)c23)cc1,13,-0.5,·,-13,0.4,-1.7,-4,-5.0,-0.7
CCOC(=O)c1cccc(NC(=O)c2ccco2)c1,6,-1.0,·,4,-0.5,i,1,0.5,0.2
C/C(=N\Nc1ccc(Cl)c(C(=O)O)c1)c1cccs1,19,1.1,-0.9,1,-1.0,-0.4,-2,-0.4,-0.7
CN(C)C(=O)COc1ccc(C(=O)/C=C/c2cccnc2)cc1,8,-0.3,0.4,7,-3.1,-0.5,-1,3.4,-0.6
CCN(C(=O)CSc1nnc(COc2ccccc2F)n1N)C1CCS(=O)(=O)C1 (configuration not stated),-3,0.5,0.4,3,0.7,0.5,5,-0.8,-1.4
O=C1CC(Cc2ccc(Cl)cc2)C(=O)N1c1ccccn1 (configuration not stated),7,0.2,·,5,2.3,0.3,0,-2.4,-0.5
COC(=O)c1ccc(COc2ccc(/C=C(\C#N)c3nc4ccccc4[nH]3)cc2OC)o1,32*,-1.0,·,8,-9.8,-0.2,6,-3.3,0.5
N#CCSc1nc2ccccc2c(=O)n1CC1CCCC1,2,4.1,1.9,-1,-2.5,-0.9,2,-0.6,-0.6
O=S(=O)(c1ccccc1)c1nc(-c2ccccc2Cl)oc1NCCN1CCOCC1,14,-0.4,·,23,-2.0,-2.1,0,·,1.1
CC(C)c1ccc(NC2CCCN(C(=O)c3ccsc3)C2)cc1 (configuration not stated),7,0.9,1.4,-1,-0.8,i,4,-5.5,1.1
Cc1nc(NCC2CCCO2)[nH]c(=O)c1CCC(C)C (configuration not stated),0,-0.3,·,-6,-1.0,·,1,-0.5,-0.5
O=C(NC1CCCC1)C1CCN(C(=O)c2ccccc2Cl)CC1,3,3.0,-0.5,-5,-2.8,-0.2,1,-0.2,-0.3
COC(=O)c1sccc1NC(=O)CNC(=O)c1ccccc1,-13,0.0,1.7,-2,-5.0,-1.1,-5,·,-0.2
O=[N+]([O-])c1ccc(NC2CCCC2)c2ccncc12,6,0.6,·,-12,·,-0.1,-12,·,1.8

# Molecules listed so far with a CF3 group (2):
SMILES,GDH-TPI inh,PfHsp40 yeast,TcdB GH inh,Yp Topo-I inh,FadD28 binding,Vc quorum ag,Mtb FBA inh,Mtb BioA inh,UGM FP inh
Cc1cc(NC(=O)NC(C(F)(F)F)C(F)(F)F)no1,-4,-0.3,0.4,3,-5.1,2.4,-2,-0.1,1.7
CCC(CO)Oc1cc(NCc2ccc(C(F)(F)F)cc2)c2ncn(C(C)C)c2c1 (configuration not stated),4,-1.5,2.0,20,-3.2,-4.5,-2,-2.4,2.4

# 2 compounds from above, limited to Vc quorum ag and Yp Topo-I inh:
compound,Vc quorum ag,Yp Topo-I inh
O=C(/C=C/c1cccc([N+](=O)[O-])c1)N1CCN(Cc2ccccc2)CC1,18,-12
CC(=O)Nc1cccc(/C(C)=N/NC(N)=S)c1,1.5,1
